miR122 inh – miR-122 inhibition in Huh7 cells; AID 602342; Huh7 miR-122 Renilla luciferase sensor, 48 h; neutral wells = 0, positive control = 100; 0.3% of 340,000 active; activation (reporter increase), % at 12.5 µM;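 active = mean replicate activation score at least 90 and every replicate individually at or above 90; inconclusive = only one of the two criteria met; inactive = neither criterion met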;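 note: higher luciferase means less miR-122 activity so hits act as miR-122 inhibitors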
ERAP1 HTS inh – ERAP1 (human) enzyme inhibition | Q9NZ08 | recombinant ERAP1, Leu-AMC fluorescence, 60 min | inhibition, % at 10.7 µM | 0.15% of 340,000 active;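 active = mean replicate inhibition of at least 30%, or all replicates individually reaching that 30% level; inactive = mean below 30% and not every replicate reaching it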;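 note: 0% = neutral control wells and 100% = L-leucinethiol positive control wells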
RAD54 branch – inhibitors of human RAD54 branch migration | Q92698 | RAD54 Holliday junction branch migration, FAM/BHQ fluorescence | inhibition, % at 10.4 µM | 0.14% of 360,000 active | AID 602329;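 active = mean normalized replicate activity at least 40 and at least half of replicates scoring 40 or more; inconclusive = only one of the two criteria met; inactive = mean below 40 and under half of replicates reaching 40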;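 note: 0% = median of neutral control wells and 100% = median of positive control wells; inhibitors cause a drop in the FAM fluorescence signal; in these data hits start at about 50%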
Target sequence (Q92698 whole entry, looked up): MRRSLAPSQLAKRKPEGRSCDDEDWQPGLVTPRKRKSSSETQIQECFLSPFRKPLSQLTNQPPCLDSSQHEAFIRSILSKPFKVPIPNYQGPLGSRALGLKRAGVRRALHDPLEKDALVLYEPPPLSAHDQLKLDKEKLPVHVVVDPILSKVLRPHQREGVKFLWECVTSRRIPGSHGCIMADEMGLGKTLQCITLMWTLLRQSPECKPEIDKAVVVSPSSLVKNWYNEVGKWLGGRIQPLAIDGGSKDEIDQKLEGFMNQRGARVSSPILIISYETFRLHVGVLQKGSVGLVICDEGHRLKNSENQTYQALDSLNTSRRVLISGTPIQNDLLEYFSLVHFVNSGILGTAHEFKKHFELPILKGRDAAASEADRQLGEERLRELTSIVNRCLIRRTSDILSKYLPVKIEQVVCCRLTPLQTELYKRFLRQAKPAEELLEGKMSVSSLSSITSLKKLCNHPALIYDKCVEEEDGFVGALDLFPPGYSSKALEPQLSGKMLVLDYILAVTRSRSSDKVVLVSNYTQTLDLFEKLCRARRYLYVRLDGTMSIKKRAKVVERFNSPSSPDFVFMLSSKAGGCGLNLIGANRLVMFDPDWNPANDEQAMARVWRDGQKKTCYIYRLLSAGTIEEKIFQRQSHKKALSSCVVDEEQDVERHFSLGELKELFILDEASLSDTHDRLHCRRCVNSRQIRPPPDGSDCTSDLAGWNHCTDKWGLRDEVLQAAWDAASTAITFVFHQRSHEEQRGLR
Cneo AK release – causes C. neoformans cell lysis; 0.2% of 360,000 active; lysis activity, % at 15 µM; adenylate kinase release luminescence, 4 h; normalised: neutral wells 0, clomiphene wells 100;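 active = mean lysis activity across replicates of at least 80%, whatever share of replicates individually reach that level; inactive = mean lysis activity below 80%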
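Assay system: Cryptococcus neoformans yeast cells / Dosing: single-point compound dose / Timing: 4 h at 37 °C static, read 1 h later / Measured by: luminescence of released adenylate kinase using an AK detection reagent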
RAD52 inh – inhibitors of human RAD52 DNA annealing. P43351. recombinant RAD52 DNA annealing, FRET fluorescence. inhibition, % at 18.7 µM. 0.46% of 360,000 active;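 active = every replicate showing at least 50% inhibition; inconclusive = mean inhibition at least 50% but not in every replicate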
PglD inh – blocks C. jejuni PglD acetyltransferase activity. purified PglD enzyme, DTNB colorimetric CoA detection. 0.098% of 360,000 active. AID 602405. inhibition, % at 12.5 µM; in the data active = inhibition above about 16%, passing the limit was not always enough; inconclusive = no clear call, values can overlap the other calls; note: strong numbers were not always called active
PGC1a acetyl inh – PGC1a acetylation modulation, inhibitor mode; inhibition, % at 15.6 µM; 0.17% of 350,000 active; U2OS PGC1a acetylation, AlphaScreen anti-acetyl-lysine; with virally co-expressed GCN5 acetyltransferase;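 active = every replicate shows inhibition of at least 40%; inconclusive = mean inhibition at least 40% but some replicate below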;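 note: 0% = neutral control wells and 100% = positive control wells; some results beyond the cut were filed as inactive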
E-selectin induc – E-selectin induction on HUVECs. P16581. HUVEC E-selectin immunofluorescence imaging; normalized: neutral wells 0, TNF-alpha wells 100. activation, % at 7.58 µM. 0.37% of 260,000 active. AID 686992;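 active = mean E-selectin-positive cell signal at least 10% of the positive control, reached in at least 60% of replicates, without over 20% cell loss; inconclusive = no rule given, readout overlaps actives, possibly toxicity-flagged; inactive = the rest, including those meeting only one limit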;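 note: in these data hits start at about 27%; measured in HUVEC primary endothelial cells; signal is the percent of cells scored E-selectin positive by PE staining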
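System: HUVEC, human umbilical vein endothelial cells; quantity: 3,000 cells/well; buffer or medium: EGM-2 medium, gelatin-coated wells; dosing: single-point compound dose; detection: immunofluorescence imaging; evaluation: % PE-positive cells; benchmarks: TNF-alpha, DMSO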
Starred values were filed as active, the others as inactive; ? = inconclusive; . = no result given; [ ] = dose if it differs, or a comment. Compounds as they come, and some 1.4% of all compounds hit somewhere here.

smiles,miR122 inh,ERAP1 HTS inh,RAD54 branch,Cneo AK release,RAD52 inh,PglD inh,PGC1a acetyl inh,E-selectin induc
COc1ccc(CC(N)c2csc(NC(=O)CCc3ccccc3)n2)cc1 (stereo not drawn),-4,-3,0,2,-116,-2,.,-0.1
COc1ccc(-c2ccc3n(c2=O)C[C@@H]2[C@@H](CO)[C@H](C(=O)N4CCN(C)CC4)N[C@H]32)cc1,-5[16.7 µM],-1,5,-1,1,0,.,-0.4
Fc1ccc(CN2CCC(Cc3ccccc3)CC2)cc1F,9,0,5,8,-6,1,-4,.
C[C@@H]1CN([C@@H](C)CO)C(=O)c2cc(NS(=O)(=O)c3ccccc3)ccc2O[C@H]1CN(C)CC1CCCCC1,1[16.7 µM],0,4,10,3,-1,0,0.4
C[C@H](C(=O)CC(=O)OC(C)(C)C)[C@H](O)c1ccc(C(F)(F)F)cc1,2,.,4,6,.,-6,.,.
CCn1c(Cc2c(C)[nH]c3ccccc23)nnc1SCC(=O)NCc1ccccc1,2,.,-3,6,.,-1,4,.
COc1cccc(NC(=O)N(C)C[C@H]2Oc3ncc(/C=C/c4ccccc4)cc3C(=O)N([C@@H](C)CO)C[C@@H]2C)c1,-18[16.7 µM],0,-5,-2,-13,-2,6,0.2
COc1ccccc1C(=O)Nc1nnc(S(=O)(=O)N2CCN(c3ccc(F)cc3)CC2)s1,-5,-4,2,1,-5,-6,11,.
CCOc1cc(C(=O)NC(CC(=O)O)c2ccc(OC3CCCC3)cc2)cc(OCC)c1OCC (stereo not drawn),.,3,-11,4,-18,3,.,1.0
COc1cc(NC(=S)NC2CC(C)(C)NC(C)(C)C2)cc(OC)c1,-10,-4,0,1,-16,-1,0,-0.9
CCC(=O)N1CCN(c2ccc(Cl)cc2NC(=O)c2ccc(Br)o2)CC1,-2,.,-15,-2,.,3,.,.
COc1ccccc1N1CCN(C(=O)c2ccc3nc(-c4ccco4)c(-c4ccco4)nc3c2)CC1,-1,.,22,7,.,-6,7,.
COc1cc(S(=O)(=O)NC2CCCC2)c(OC)cc1Cl,293*,.,-3,1,.,0,-12,.
COc1cc(O)c2c(c1)OC(c1ccc(O)cc1)CC2=O (stereo not drawn),4,4,-2,6,2,2,-25,.
COc1ccc(Cl)c2sc(N(CCN(C)C)C(=O)C3=COCCO3)nc12,.,0,?,-2,37,-3,3,0.7
CC(C)NC(=O)N(C)C[C@H]1Oc2cc(C#C[C@@H](C)O)ccc2S(=O)(=O)N([C@H](C)CO)C[C@@H]1C,6[16.7 µM],1,-3,-4,-4,2,5,1.3
CCOC(=O)C(=O)Nc1nc(-c2ccc3c(c2)CCN3C(=O)C2CC2)c(C)s1,.,0,-7,3,-30,2,.,.
CCc1nc2ccc(C(=O)Nc3ccc(OC)c(OC)c3)cn2c1N(CC)Cc1cccc(Br)c1,3,0,-7,0,-5,0,-1,.
CCOC(=O)c1cccc(NC(=O)CCn2nnc3ccccc32)c1,5,.,-3,-1,.,-15,-1,.
C=CCN1C(C(=O)c2ccccc2)=C(OC(=O)COc2ccccc2)c2ccccc2S1(=O)=O,17,10,-5,3,-49,-6,.,0.3
N/C(=N\OC(=O)c1ccc(Cl)cc1Cl)c1ccc(Cl)cc1,5,.,10,0,.,1,-3,.
Cc1cn(CC(=O)NCc2ccc3c(c2)OCO3)c(=O)[nH]c1=O,-1,-5,0,-1,3,3,4,0.7
O=C(Nc1ccc(F)c(Cl)c1)c1cc(C2CCCCN2C(=O)c2ccccc2)on1 (stereo not drawn),-4,11,-7,3,-5,-1,-18,-0.2
COc1ccc(CNC(=O)C(c2cccs2)N(C(=O)c2csnn2)C2CC2)cc1 (stereo not drawn),-10,.,2,2,.,-6,3,.
O=C(C1CC(=O)N(c2ccc(F)cc2)C1)N1CCN(c2ccc(F)cc2)CC1 (stereo not drawn),-9,2,0,0,-13,1,.,-0.2
Cc1c(NC(=O)CSc2nnc(-c3ccncc3)o2)c(=O)n(-c2ccccc2)n1C,-2,0,0,-1,-7,2,5,5.0
C[C@H]1CN([C@@H](C)CO)C(=O)c2cc(NC(=O)CCCN(C)C)ccc2O[C@@H]1CN(C)C(=O)Nc1ccccc1,4[16.7 µM],-4,3,1,-28,4,-2,0.1
O=C(N/N=C/c1ccc(O)cc1O)c1ccncc1,.,-1,7,2,-22,0,.,0.2
COc1ccc(S(=O)(=O)N2CC[C@H]3[C@@H](CO)N(C)c4ccc(C#Cc5ccccc5OC)cc4[C@H]32)cc1,20[16.7 µM],.,17,-1,.,-2,5,0.1
CC(=O)N1CCN(CC(=O)Nc2ccc(C)c(F)c2)CC1,-4,0,-6,-2,-4,-3,.,0.0

An excerpt from above in order of the RAD52 inh value, highest first:
compound	RAD52 inh
Cc1cn(CC(=O)NCc2ccc3c(c2)OCO3)c(=O)[nH]c1=O	3
CC(=O)N1CCN(CC(=O)Nc2ccc(C)c(F)c2)CC1	-4
O=C(Nc1ccc(F)c(Cl)c1)c1cc(C2CCCCN2C(=O)c2ccccc2)on1 (stereo not drawn)	-5
C[C@H]1CN([C@@H](C)CO)C(=O)c2cc(NC(=O)CCCN(C)C)ccc2O[C@@H]1CN(C)C(=O)Nc1ccccc1	-28
COc1ccc(CC(N)c2csc(NC(=O)CCc3ccccc3)n2)cc1 (stereo not drawn)	-116

Carrying on:
smiles,miR122 inh,ERAP1 HTS inh,RAD54 branch,Cneo AK release,RAD52 inh,PglD inh,PGC1a acetyl inh,E-selectin induc
CC(C)COC(=O)N1CCCCC1c1cc(C(=O)NCc2cccnc2)no1 (stereo not drawn),-1,3,19,4,-17,1,-9,-0.2
CO[C@H](CN(C)C(=O)c1ccccc1F)[C@H](C)CN([C@@H](C)CO)S(=O)(=O)c1ccc(Cl)cc1,.,-1,4,-4,9,-2,1,-0.1
CCOc1cc(C(=S)N2CCOCC2)cc(Br)c1OS(=O)(=O)c1ccccc1,74,-2,1,1,-14,-7,0,.
COc1ccc(NC(=O)N2CCCCN3[C@H](C2)[C@H](c2ccc(C4=CCCCC4)cc2)[C@@H]3CO)cc1,-3[16.7 µM],0,-1,-3,29,-7,-10,-0.3
Nn1c(SCC(=O)NCc2ccccc2)nnc1C1CC1,-3,.,10,-1,.,5,0,.
Cc1cc(C)n(-c2cc(N3CCN(S(=O)(=O)c4ccc5ccccc5c4)CC3)ccc2[N+](=O)[O-])n1,-8,.,-4,4,.,-9,-45,.
CC(C)/C(=N\NC(=O)Nc1ccccc1)c1ccccc1,3,.,-19,-1,.,0,18,.
C[C@H]1CN([C@@H](C)CO)C(=O)c2cc(NC(=O)CCCN(C)C)ccc2O[C@H]1CN(C)Cc1ccc(C(=O)O)cc1,-3[16.7 µM],1,-5,-3,-1,0,3,-4.3
CCNC(=O)[C@@H]1[C@@H](CO)[C@@H]2Cn3c(ccc(-c4ccccc4OC)c3=O)[C@@H]2N1S(C)(=O)=O,1[16.7 µM],-1,-4,3,12,-1,.,0.1
CCCCNC(=O)CN(c1ccc(Cl)c(Cl)c1)S(C)(=O)=O,-6,.,-1,-1,.,6,-10,.

An excerpt from above with just miR122 inh:
smiles	miR122 inh
Cc1cc(C)n(-c2cc(N3CCN(S(=O)(=O)c4ccc5ccccc5c4)CC3)ccc2[N+](=O)[O-])n1	-8
CC(C)/C(=N\NC(=O)Nc1ccccc1)c1ccccc1	3
C[C@H]1CN([C@@H](C)CO)C(=O)c2cc(NC(=O)CCCN(C)C)ccc2O[C@H]1CN(C)Cc1ccc(C(=O)O)cc1	-3[16.7 µM]
CCNC(=O)[C@@H]1[C@@H](CO)[C@@H]2Cn3c(ccc(-c4ccccc4OC)c3=O)[C@@H]2N1S(C)(=O)=O	1[16.7 µM]

Going on with the list:
smiles,miR122 inh,ERAP1 HTS inh,RAD54 branch,Cneo AK release,RAD52 inh,PglD inh,PGC1a acetyl inh,E-selectin induc
Cc1nn2c(NCC(C)C)c3c(nc2c1-c1ccccc1)CCC3,-15,.,2,-10,.,-8,1,.
O=C(C[C@H]1C[C@@H]2c3cc(NC(=O)Nc4ccccc4)ccc3O[C@@H]2[C@H](CO)O1)NCc1cccc(F)c1,3[16.7 µM],-6,-8,-7,0,-2,-2,0.0
OC(c1cc(C(F)(F)F)nc2c(Cl)cc(Cl)cc12)C1CCCCN1 (stereo not drawn),-41,2,6,1,11,3,-84,1.8
CS(=O)(=O)Nc1ccccc1C(=O)c1ccccc1,-2,.,-2,-2,.,-4,-10,.
O=S(=O)(c1cccs1)N1CCCCN2[C@@H](CO)[C@@H](c3ccc(Br)cc3)[C@@H]2C1,22[16.7 µM],-2,3,-2,11,5,-6,-0.2
O=C1C(=O)C(Cl)=C(Cl)C(Cl)=C1Cl,6,.,-10,2,.,2,-16,.
COCc1nnc(NC(=O)CCCCCN2C(=O)c3ccccc3C2=O)s1,-1,.,-1,3,.,.,-11,.
COc1ccccc1C(=O)Nc1ccc2c(c1)C(=O)N(C)C[C@@H](OC)[C@H](C)CN(C)[C@@H](C)CO2,.,12,1,112*,-2,4,-48,-0.2
C[C@H](CO)N1C[C@H](C)[C@@H](CN(C)C(=O)Cc2cccnc2)Oc2ncc(-c3cncnc3)cc2C1=O,3[16.7 µM],-4,-8,-2,-2,-9,7,-0.2
Cc1cc(C(=O)NCC(=O)OC(C(=O)Nc2cc(C(F)(F)F)ccc2Cl)c2ccccc2)ccc1[N+](=O)[O-] (stereo not drawn),-3,.,5,2,.,3,4,.

The closing two compounds of the section above open the next one:
smiles,miR122 inh,ERAP1 HTS inh,RAD54 branch,Cneo AK release,RAD52 inh,PglD inh,PGC1a acetyl inh,E-selectin induc
C[C@H](CO)N1C[C@H](C)[C@@H](CN(C)C(=O)Cc2cccnc2)Oc2ncc(-c3cncnc3)cc2C1=O,3[16.7 µM],-4,-8,-2,-2,-9,7,-0.2
Cc1cc(C(=O)NCC(=O)OC(C(=O)Nc2cc(C(F)(F)F)ccc2Cl)c2ccccc2)ccc1[N+](=O)[O-] (stereo not drawn),-3,.,5,2,.,3,4,.
CCN(CC)c1ccc(/C=N/Nc2nc3ccccc3[nH]2)cc1,13,.,2,-1,.,1,.,.
COc1cc(Cl)cc(C#N)c1OCC(=O)O,3,.,3,-2,.,-3,8,.
O=S(=O)(N[C@H]1CC[C@H](CCn2cc(-c3cccnc3)nn2)O[C@@H]1CO)c1ccccc1,.,0,-6,0,-6,0,-1,3.4
CCCC(=O)OCC(=O)Nc1ccc2c(c1)OCO2,.,2,.,.,-8,.,8,7.3
O=C(NC1CCCC1)C1C2C=CC(C2)C1C(=O)N1CCOCC1 (stereo not drawn),-7,.,-7,1,.,-5,5,.
COc1ccc(C(=S)N2CCOCC2)cc1OC(=O)c1ccc(C)cc1,-7,-2,-4,-1,-8,2,-14,.
O=C(CCn1c(=O)oc2cc(Cl)ccc21)Nc1ccc(O)cc1,-3,-2,-16,2,-1,-8,.,.
C[C@H]1CN([C@@H](C)CO)C(=O)c2cc(N(C)C)ccc2O[C@H]1CN(C)Cc1ccc(Oc2ccccc2)cc1,17[16.7 µM],2,0,-1,1,0,0,0.0
CCc1cc(=O)oc2c3c(cc(OCC(=O)NCCCCCC(=O)O)c12)OC(C)(C)CC3,.,-8,-12,0,-15,6,.,0.1
CC1CCN(C(=O)COC(=O)c2ccc(=O)n(Cc3ccccc3)n2)CC1,.,-1,5,1,15,6,.,-0.1
O=C1NC(=S)SC1=Cc1ccc2c(c1)OCO2,-3,0,3,0,-16,5,-23,1.6

Source: PubChem BioAssay (Broad Institute)
